Polio RdRp inh = inhibitors of poliovirus RNA polymerase binding and polymerization | poliovirus polymerase elongation, fluorescence polarization; hits give low values | % elongation, % (compound at 16.7 µg/mL) | AID 588519 | P03300 | 150,000 tested, 0.66% active; in the data active means % elongation below about 90%; further: some results filed as inactive read as strong as hits
Target sequence (P03300 1749-2209 limits assumed): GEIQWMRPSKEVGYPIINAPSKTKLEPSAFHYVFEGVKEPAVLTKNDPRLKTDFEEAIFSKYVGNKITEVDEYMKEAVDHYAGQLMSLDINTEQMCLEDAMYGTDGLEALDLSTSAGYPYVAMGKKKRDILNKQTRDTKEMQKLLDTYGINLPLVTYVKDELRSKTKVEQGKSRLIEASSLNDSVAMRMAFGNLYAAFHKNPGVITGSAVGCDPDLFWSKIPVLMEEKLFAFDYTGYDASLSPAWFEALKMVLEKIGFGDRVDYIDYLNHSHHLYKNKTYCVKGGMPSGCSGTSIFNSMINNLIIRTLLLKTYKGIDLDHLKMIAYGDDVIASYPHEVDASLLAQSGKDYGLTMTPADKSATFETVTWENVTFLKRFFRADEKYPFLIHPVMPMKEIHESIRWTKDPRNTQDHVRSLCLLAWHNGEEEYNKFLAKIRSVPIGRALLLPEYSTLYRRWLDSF
Polio RdRp inh FP z-score = further read-out of Polio RdRp inh, marked with its call; z-score; measured here: FP z-score; hits read low
Numbers without * were called inactive; & = joins results of further samples. Not all compounds are listed. The share of hits here may be higher or lower than overall.

SMILES	Polio RdRp inh	Polio RdRp inh FP z-score
Cc1ccc(CNC(=O)c2cnn(-c3cccc(C)c3)c2C2CCN(C(=O)OC(C)(C)C)CC2)cc1	104	-0.4
CCOC(=O)/C(C#N)=C/Nc1nnc(SCC#N)s1	102	0.1
CCN(C(=O)CSc1ncnc2ccccc12)C1CCCCC1	100	-0.5
Cc1cccc(OCCCCn2c(C3CC(=O)N(c4ccccc4Cl)C3)nc3ccccc32)c1 (centres undefined)	104	-0.5
Cc1ccc(C(=O)N2CCN(Cc3cc(=O)n4nc(-c5ccccc5)sc4n3)CC2)cc1	108	0.4
CCOC(=O)c1cc(-c2ccc(Br)s2)n[nH]c1=O	102	0.2
O=C1NC2(CCCCC2)Nc2ccccc21	102	0.1
CCOc1ccc(C(=O)NCCSc2c(C)[nH]c3ccccc23)cc1OCC	104	-0.3
CCCCS(=O)(=O)Nc1ccc(Cc2ccncc2)cc1	98	-0.7
O=C(Nc1ccc(Br)cc1)C1CCN(S(=O)(=O)c2cccc3nsnc23)CC1	108	-0.4
COc1ccc(C(=O)OC(C)CN2CCN(C)CC2)cc1 (centres undefined)	102	-0.1
Cc1c(C(=O)NCc2ccc(OC(C)C)cc2)sc2ncnc(N(C)C3CCCCC3)c12	107	0

The final seven compounds of the section above open the next one.
SMILES	Polio RdRp inh	Polio RdRp inh FP z-score
CCOC(=O)c1cc(-c2ccc(Br)s2)n[nH]c1=O	102	0.2
O=C1NC2(CCCCC2)Nc2ccccc21	102	0.1
CCOc1ccc(C(=O)NCCSc2c(C)[nH]c3ccccc23)cc1OCC	104	-0.3
CCCCS(=O)(=O)Nc1ccc(Cc2ccncc2)cc1	98	-0.7
O=C(Nc1ccc(Br)cc1)C1CCN(S(=O)(=O)c2cccc3nsnc23)CC1	108	-0.4
COc1ccc(C(=O)OC(C)CN2CCN(C)CC2)cc1 (centres undefined)	102	-0.1
Cc1c(C(=O)NCc2ccc(OC(C)C)cc2)sc2ncnc(N(C)C3CCCCC3)c12	107	0
CC(C)c1ccc(NC(=O)CSc2n[nH]c(=O)n2Cc2ccco2)cc1	97	-1.4
Cc1nn(CCCC(=O)N(C)Cc2ccccc2)c(=O)c2cc3sccc3n12	102	-0.5
O=C1C(=O)N(CCCN2CCOCC2)C(c2ccccc2)/C1=C(\O)c1ccc(S(=O)(=O)N2CCOCC2)cc1 (centres undefined)	103	0.3
CCCn1c2ccccc2c2cnn(CC(=O)N3CCCC(C(=O)OCC)C3)c(=O)c21 (centres undefined)	104	0.3
O=C(Cc1csc2nc3sc4c(c3c(=O)n12)CCC4)N(CCO)CCO	100	-0.2
Cc1ccc(C(=O)NCC(c2ccco2)S(=O)(=O)c2cccs2)cc1C (centres undefined)	103	-0.8
O=C(Cn1c(=O)n(-c2ccccc2)c(=O)c2c3c(sc21)CCCC3)Nc1cccc(F)c1	109	0.8
CC(=O)N1CCN(CC(O)COCc2ccccc2F)CC1 (centres undefined)	101	0
C=CCc1c(C)nc(SC)nc1Nc1ccc(C)cc1	103	0.3
CCc1ccc(NC(=O)C2CC(=O)Nc3ncnn32)cc1 (centres undefined)	100	-0.2
CCc1cccc(C)c1NC(=O)Cn1nnc(-c2nc(-c3ccccc3F)no2)c1N	111	0.8
O=C1c2ccccc2CN1CCNS(=O)(=O)c1ccc2oc3ccccc3c2c1	104	0.3
CCCN(c1ccccc1F)S(=O)(=O)c1ccc2c(c1)C(C)(C)C(=O)N2C	108	0.1
O=C(NC(=S)c1c(-c2ccccc2)cc2ccccn12)c1ccccc1	105	0.9
COCCNC(=O)c1cc2ncc(Br)cn2n1	100	-0.7
Cc1ccc(N=Cc2c[nH]c3ccccc23)nc1	106	0.3
CN(C(=O)c1cc2c(Cl)nc3ccccc3c2s1)c1cccc(C(F)(F)F)c1	103	0
Cc1ccc(Oc2ccc3c(c2)C(=O)N(c2cccc(O)c2)C3=O)cc1	100	-0.5
Cc1ccc(NC(=O)CCCn2c(=O)c3cccn3c3ccccc32)cc1Cl	103	-0.7
O=c1[nH]c2cc3c(cc2cc1CN(Cc1nnnn1CCc1ccccc1)C1CCCC1)OCCO3	102	-0.1
Cc1nn(CCC(=O)NCc2ccc(N(C)C)cc2)c(=O)c2nn(-c3ccccc3)c(C)c12	110	0.3
O=C(CSc1nc(=O)n(CCN2CCOCC2)c2c1CCC2)Nc1ccc(Cl)c(Cl)c1	102	-1.2
CC1CCCN(C(=O)CSc2c3c(nc4cc(Cl)ccc24)CCCC3)C1 (centres undefined)	99	-0.7
COC(=O)C1CN(C(=O)COc2ccccc2OC)c2ccccc2O1 (centres undefined)	101	0
COc1ccc(-c2nc(CSc3nncn4c3cc3sccc34)c(C)o2)cc1OC	107	-0.1
CC(C(=O)NCCCn1ccnc1)(c1ccccc1)c1ccccc1	104	0.1
Cc1c2cnn(CC(=O)NCc3ccc(F)cc3)c(=O)c2c(C)n1Cc1cccc(Cl)c1	110	0.6
Cc1cc(C)n(-c2ccc(C(=O)NCCc3ccc(S(N)(=O)=O)cc3)cc2)n1	103	-0.1
COc1ccc(N2CC(NC(=O)C3CC3)CC2=O)cc1OC (centres undefined)	112	1.5
O=C(O)c1cccnc1C(=O)N1CCc2c([nH]c3ccccc23)C1C(F)(F)F (centres undefined)	102	-0.2
CC1CC(C)CN(S(=O)(=O)c2cccc(C(=O)Nc3ncn[nH]3)c2)C1 (centres undefined)	107	0.5
Cc1cc(C)cc(N2C(=O)CSC23C(=O)N(CC(N)=O)c2ccccc23)c1 (centres undefined)	106	0.1
Cc1cc(C)n(CNc2nccs2)n1	111	0.8
CCOC(=O)c1oc2ccccc2c1COC(=O)c1c(CC)noc1C	98	-0.5
Cc1nc(-c2ccccc2)sc1C(=O)/C=C/N(C)C	101	-0.4
CCc1ccc(CN(C(=O)Nc2cccc(Cl)c2)c2ccccn2)cc1	106	0

Compound profiles, from the list above.
Profile of COc1ccc(-c2nc(CSc3nncn4c3cc3sccc34)c(C)o2)cc1OC = Polio RdRp inh = 107; Polio RdRp inh FP z-score = -0.1
Profile of Cc1cc(C)n(CNc2nccs2)n1 = Polio RdRp inh = 111; Polio RdRp inh FP z-score = 0.8

(continued)
SMILES	Polio RdRp inh	Polio RdRp inh FP z-score
CCN(CC)C(=O)/C(C#N)=C/c1cc(Br)cs1	103	0
CCC(Sc1nnc(C)n2c1cc1sccc12)C(=O)Nc1ccccc1F (centres undefined)	101	-1.1
CC(C)Cn1c(SCc2ccc(C#N)cc2)nc2ccccc2c1=O	97	-0.2
CC1=COC=C(C=NCc2ccccc2)N1c1ccccc1	98	-0.4
CSc1nncc(-c2ccc(Cl)cc2)n1	109	0.5
Cn1nc(-c2ccc(Cl)cc2)c2cc(C(=O)N3CCCC3)sc21	99	-1.1
Cn1ncc2c(=O)n(CC(=O)Nc3cccnc3Cl)cnc21	102	0.1
CCOC(=O)c1oc2ccccc2c1COC(=O)COc1ccccc1OCC	104	0.2
COCCNC(=O)CSc1nc(-c2ccc(C)cc2)[nH]c1-c1ccc(OC)cc1	112	0.1
C#CC(C)(CC)NC(=O)Cn1nnc(-c2ccc(OCc3ccccc3Cl)cc2)n1 (centres undefined)	106	0.5
CCN1C(=O)N(c2cc(C)ccc2C)C2CS(=O)(=O)CC21 (centres undefined)	101	-0.1
COc1cc2nc(-c3ccc4c(c3)C(=O)N(CC(C)C)C4=O)oc(=O)c2cc1OC	103	0.3

Another view of some results above.
Compound | Polio RdRp inh | Polio RdRp inh FP z-score
CCc1ccc(CN(C(=O)Nc2cccc(Cl)c2)c2ccccn2)cc1 | 106 | 0
CCN(CC)C(=O)/C(C#N)=C/c1cc(Br)cs1 | 103 | 0

The results go on:
SMILES	Polio RdRp inh	Polio RdRp inh FP z-score
Cc1cc(C(=O)Nc2ccc3c(c2)OCCO3)oc1C	100	-0.7
CN(C)C=Nc1ccc2nonc2c1	102	-0.1
CCOC(=O)Nc1ccc2c(C)cc(=O)oc2c1	100	0.1
Cc1ccc2[nH]cc(CCNC(=O)C3CCCO3)c2c1 (centres undefined)	99	-0.7
Cc1ccc(N=C2NC(=O)CS2)c(C)c1	101	-0.1
Cc1ccc(CNC(=O)C2CCC(CNc3nc(=S)[nH]c4ccccc34)CC2)o1 (centres undefined)	100	-0.4
CCc1cccc(NS(=O)(=O)c2cc(Br)cc3c2N(C(=O)C2CC2)CC3)c1	100	0.1
COC(=O)C1=NNC2(C)C(=O)N(c3ccccc3)C(=O)C12 (centres undefined)	101	-0.3
Cc1ccccc1OC(C)C(=O)N1CCCc2ccccc21 (centres undefined)	101	0.2
CCCCOc1ccc(C(=O)NCCc2csc(-c3ccc(OC)cc3)n2)cc1	103	-0.9
O=C(Nc1cccc2cccnc12)C1CC(=O)N(C2CCCC2)C1 (centres undefined)	105	0.2
CCC1CC(CN=CC2=C(O)CC(C)(C)CC2=O)C1(C)C (centres undefined)	102	0
C#CC(CC)(CC)NC(=O)c1oc2ccccc2c1CSc1nc(C)cs1	103	-0.1
CCN1CCN(C(=O)c2ccc3c(c2)sc2nc(-c4ccc(C)cc4)cn23)CC1	101	-0.2
COc1ccc(CCNC(=O)CN2C3CCCC2CC(=O)NC3)cc1OC (centres undefined)	104	0.9
Cc1cc(NC(=O)CC(C)C)c(=O)n(Cc2ccccc2F)c1	110	2.8
CC(C)CNC(=O)c1cc(-c2cccc(O)c2)on1	99	-0.3
c1cc2c(cc1-c1nnc(CC34CC5CC(CC(C5)C3)C4)o1)OCO2	101	0.2
CN(C)c1ccc(C2ON2C2CCC(O)CC2)cc1 (centres undefined)	116	1.4
O=C(c1cccc(F)c1)N1CCN(C(=O)c2cccc3ccccc23)CC1	100	-0.2
O=C1N=c2ccccc2=C1c1sc(N2CCCCC2)nc1O	58*	-4.7*
O=C1OC(c2ccccc2)=C/C1=C/c1ccc(Cl)cc1	103	0.4
Cc1cc(-c2ccco2)n(CC(=O)NCc2ccccc2Cl)n1	103	0.3
CCOc1ccc(NC(=O)/C(C#N)=C\c2cc(C)n(C)c2C)cc1	101	0
O=C(CC1CCCCC1)OCn1nnc2ccccc2c1=O	104	0.7
Cc1cccc(-n2c(Cc3ccccc3)nnc2SCc2nc(-c3cccs3)no2)c1	110	0.9
Cc1ccc(NC(=O)CCNS(=O)(=O)c2ccc3[nH]c(=O)ccc3c2)cc1Cl	103	0.5
CCOc1ccc(-c2nc3c(c(SCC(=O)N4CCCCC4)n2)Cc2ccccc2O3)cc1	101	-0.9
NC(=O)/C=C/C(=O)Nc1ccccc1Cl	101	0.3
N=C1C(c2nc3ccccc3[nH]2)=C(O)C(c2ccccc2)N1c1ccc2[nH]c(=O)[nH]c2c1 (centres undefined)	139	4.3
Cc1cc(NC(=O)COc2coc(CN3CCc4ccccc4C3)cc2=O)no1	103	0.2
CC(c1ccccc1)n1c(SCc2cc(=O)oc3cc(O)ccc23)n[nH]c1=O (centres undefined)	102	-0.4
S=c1nc(Nc2ccccc2)c2ccccc2[nH]1	92	-0.9
CC(=O)Nc1ccc(NCC(O)Cn2ccc3ccccc32)cc1 (centres undefined)	101	-0.2
Cc1cc(C)c(NC(=O)CSc2nc3nc(C)cc(C)n3n2)c(C)c1	102	-0.7
Cc1cccc(N(CC(=O)NCCc2ccccc2)S(=O)(=O)c2ccccc2)c1C	104	-0.3
CCOc1ccc(-n2cc(-c3ccccc3)c3c(NCCc4ccccc4)ncnc32)cc1	110	0.5
CCc1ccc(S(=O)(=O)N2CCCC2C(=O)OC)cc1 (centres undefined)	103	0.5
Cc1cccc(C(=O)c2ccccc2C(=O)O)c1O	103	0.2
N#CCCN(/N=C/c1ccc(-c2ccc(Br)cc2)o1)C1=NS(=O)(=O)c2ccccc21	101	0.1
COc1ccccc1C(=O)C1C(=O)NC2(C)CC1c1cccc(OC)c1O2 (centres undefined)	100	-0.5
O=C(CN1CCCN(Cc2ccccc2Cl)S1(=O)=O)Nc1ccc2c(c1)OCCO2	106	-0.1
CCn1c(=O)n(-c2ccccc2)c(=O)c2c1c1cc(OC)ccc1n2C	104	0.7
O=C(N1CCN(c2ccccc2F)CC1)N1c2ccccc2Sc2ccccc21	102	0
COC(=O)c1c(C)[nH]c(C(=O)CN(C)CC(=O)Nc2c(C)cc(C)cc2C)c1C	108	0.4
COc1ccc(-c2nn(-c3ccccc3)cc2CC(=O)O)cc1	97	-0.6
O=C(NCc1ccco1)c1ccc(CS(=O)(=O)c2ccccc2)cc1	107	2.2
O=C(O)c1cc(=O)[nH]c2c(C(F)(F)F)cccc12	108	0.4
Cc1ccc(C2NCCS2)cc1 (centres undefined)	103	0.4
Cc1cc(-c2ccccc2N)nc2ccccc12	101	0
CCOc1ccc(NC(=O)c2cc3n(n2)CCCN(Cc2ccccc2)C3=O)cc1	100	-0.3
O=C(NN=C1C2CC3CC(C2)CC1C3)c1ccncc1	100	-0.5
Cc1cc2ccccn2c1C(=O)c1cccc(S(=O)(=O)N(C)C)c1	102	-0.2
COc1ccccc1CNC(=O)c1ccc2c(c1)nc(C)n2-c1cccc(C)c1	102	-1.3
COc1ccc2c(c1)CC(C(=O)Nc1cc(Cl)ccc1C)CO2 (centres undefined)	112	1.2
Cc1ccc(C)c(N2CCN(C(=O)Cn3cnc4sc(C)c(S(=O)(=O)N5CCN(c6ncccn6)CC5)c4c3=O)CC2)c1	106	0.3
CCC1(C)NC(=O)N(/N=C/c2cc(Br)ccc2OC)C1=O (centres undefined)	106	0.3
CCCc1cc(=O)[nH]c(=S)[nH]1	104&100&100	0.2&0&0

As a short view, seven of the compounds above:
SMILES	Polio RdRp inh	Polio RdRp inh FP z-score
CCOc1ccc(NC(=O)c2cc3n(n2)CCCN(Cc2ccccc2)C3=O)cc1	100	-0.3
O=C(NN=C1C2CC3CC(C2)CC1C3)c1ccncc1	100	-0.5
Cc1cc2ccccn2c1C(=O)c1cccc(S(=O)(=O)N(C)C)c1	102	-0.2
COc1ccccc1CNC(=O)c1ccc2c(c1)nc(C)n2-c1cccc(C)c1	102	-1.3
COc1ccc2c(c1)CC(C(=O)Nc1cc(Cl)ccc1C)CO2 (centres undefined)	112	1.2
Cc1ccc(C)c(N2CCN(C(=O)Cn3cnc4sc(C)c(S(=O)(=O)N5CCN(c6ncccn6)CC5)c4c3=O)CC2)c1	106	0.3
CCC1(C)NC(=O)N(/N=C/c2cc(Br)ccc2OC)C1=O (centres undefined)	106	0.3

Assay outcomes (PubChem BioAssay)
